# Mcl1 Noxa PPI: Mcl-1/Noxa binding inhibitors, primary screen, biochemical, TR-FRET, 1536-well; Induced myeloid leukemia cell differentiation protein Mcl-1 (Homo sapiens), Q07820; TR-FRET Mcl-1/Noxa peptide binding, 2 h; inhibition, % at 21.7 µM; actives 1.5% (n = 220,000);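 active = compounds that cut the protein-peptide binding signal by more than 50% relative to plate controls in a single-dose test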;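 also: His-tagged Mcl-1 with rhodamine Noxa BH3 peptide and terbium anti-His antibody; 0% = Mcl-1 plus Noxa peptide wells and 100% = peptide-only wells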
# Target sequence (Q07820 whole entry, looked up): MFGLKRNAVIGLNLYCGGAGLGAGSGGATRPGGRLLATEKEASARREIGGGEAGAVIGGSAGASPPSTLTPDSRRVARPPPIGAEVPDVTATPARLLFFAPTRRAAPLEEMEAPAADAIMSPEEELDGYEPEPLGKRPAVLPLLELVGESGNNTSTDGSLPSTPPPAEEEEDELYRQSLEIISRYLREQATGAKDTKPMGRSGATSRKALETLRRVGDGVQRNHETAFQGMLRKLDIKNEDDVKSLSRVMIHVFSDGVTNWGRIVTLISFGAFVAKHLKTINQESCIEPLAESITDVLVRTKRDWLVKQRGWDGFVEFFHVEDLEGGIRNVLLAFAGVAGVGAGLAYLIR
# Rab2A wt mod: modulators of GTP binding to Rab2A wildtype, primary screen, biochemical, dog, bead-based flow cytometry, multiplex; GTP binding activity, % at 10 µM; AID 760, 2007; GST-Rab2 wt beads, Bodipy-GTP binding; Ras-related protein Rab-2A (Canis lupus familiaris), P61105; actives 0.19% (n = 190,000);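 active = GTP binding activity at least 20 points away from 100%, either lowered or raised; inconclusive = signal likely due to the compound's own green fluorescence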;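 also: 0% = beads with excess unlabeled GTP and 100% = no-compound control corrected for plate trend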
# Rab7 wt modul: modulators of GTP binding to Rab7, primary screen, biochemical, wildtype, multiplex bead flow cytometry | actives 0.055% (n = 190,000) | AID 758, 2007 | GST-Rab7 beads, fluorescent GTP binding; actives lie on both sides; untreated = 100%, excess cold GTP = 0% | GTP binding activity (percent of control), % at 10 µM | Rab7 GTPase wild type (dog), Bodipy-FL-GTP binding;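 active = fluorescent GTP binding to Rab7 beads changed by at least 20 points from the 100% baseline, either direction, mostly lower; inconclusive = compound itself probably fluorescent, or too few beads counted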;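 also: median green fluorescence of bound Bodipy-FL-GTP per Rab7 bead population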
# HRas wt GTP: modulators of GTP binding to HRas wildtype, primary screen, biochemical, bead-based flow cytometry, multiplex. GST-Ras wt beads, Bodipy-FL-GTP binding; actives lie on both sides. GTP binding activity, % at 10 µM. actives 0.14% (n = 190,000). AID 759, 2007;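 active = GTP binding activity at least 20% away from the 100% baseline, either lowered as inhibitor or raised as activator; inconclusive = flagged as likely green fluorescent, judged across all proteins in the well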;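 also: 0% = unlabeled GTP competition control and 100% = no-compound control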
# Target sequence (P01112 whole entry, looked up): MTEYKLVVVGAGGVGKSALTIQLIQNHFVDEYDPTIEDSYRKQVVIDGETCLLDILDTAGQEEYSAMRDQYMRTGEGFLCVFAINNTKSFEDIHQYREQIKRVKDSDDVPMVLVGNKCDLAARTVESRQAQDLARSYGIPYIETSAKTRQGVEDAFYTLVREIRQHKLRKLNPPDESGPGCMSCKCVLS
# GSH fluor: compound fluorescence on glutathione beads, profiling panel, artefact control, biophysical, 488/530 nm, flow cytometry. actives 0.25% (n = 190,000). GSH beads flow cytometry, compound fluorescence 488/530 nm; stronger effect = higher value. fluorescence (KMESF) at 10 µM; in the data active = fluorescence above about 89;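 also: glutathione beads carrying GST-tagged Bcl family fusion proteins plus one bare bead set; values are compound well signal with DMSO vehicle wells as background; inactives centre near 16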
# Cdc42 wt: modulators of GTP binding to wildtype Cdc42, primary screen, biochemical, multiplex bead flow cytometry, Bodipy-GTP. Cell division control protein 42 homolog (Homo sapiens), P60953. GST-Cdc42 beads; actives lie on both sides. actives 0.2% (n = 190,000). AID 761, 2007. percent activity (GTP binding), % at 10 µM;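 active = percent activity GTP binding at least 20 points away from the 100% baseline, either down as inhibitor or up as activator; inconclusive = compound flagged as likely green fluorescent from well-wide comparison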;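 also: median bead fluorescence of bound Bodipy-FL-GTP at 100 nM; 0% = excess unlabeled GTP control and 100% = no compound control; below 100% means less GTP binding so inhibitor and above means activator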
# Target sequence (P60953 whole entry, looked up): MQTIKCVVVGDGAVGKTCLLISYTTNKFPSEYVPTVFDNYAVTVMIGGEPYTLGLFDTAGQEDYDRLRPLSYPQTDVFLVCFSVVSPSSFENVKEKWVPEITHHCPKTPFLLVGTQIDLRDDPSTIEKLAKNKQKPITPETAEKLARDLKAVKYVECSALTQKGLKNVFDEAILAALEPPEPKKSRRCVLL
# Avidin fluor: green autofluorescence of compounds with avidin beads – biophysical, 488/530 nm, flow cytometry, artefact control, profiling panel; fluorescence (KMESF) at 10 µM; AID 1775, 2009; actives 0.38% (n = 220,000); compound fluorescence 488/530 nm; stronger effect = higher value; in the data active = fluorescence above about 47; also: inactives centre near 10
# Rac1 wt modul: wildtype Rac1 GTP binding modulators, primary screen, biochemical, GST-Rac1 beads, flow cytometry, multiplex | Ras-related C3 botulinum toxin substrate 1 (Homo sapiens), P63000 | fluorescent GTP binding; actives lie on both sides; 0 = cold GTP competed, 100 = untreated | GTP binding activity (% of control), % at 10 µM | actives 0.27% (n = 190,000);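 active = GTP binding activity at least 20 points away from the 100% control level, either lower or higher; inconclusive = compound flagged as likely green fluorescent, judged across all proteins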
# Rac1 mut GTP: GTP binding modulators of activated mutant Rac1, primary screen, biochemical, bead-based flow cytometry, multiplex, fluorescent GTP. GST-Rac1 activated beads; actives lie on both sides; 100% means binding = to untreated wells. AID 764, 2007. percent activity (GTP binding), % at 10 µM. actives 0.11% (n = 190,000);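 active = GTP binding at least 20 percentage points away from the 100% baseline, in either direction, so actives lie on both sides; inconclusive = Compound likely fluorescent itself, or too few beads counted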
# Mcl1-Bid inh: Mcl-1/Bid binding inhibitors, primary screen, biochemical, TR-FRET, 1536-well. inhibition, % at 21.7 µM. TR-FRET Mcl-1/Bid-Dy647 peptide binding. actives 0.97% (n = 220,000). Induced myeloid leukemia cell differentiation protein Mcl-1 (Homo sapiens), Q07820;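 active = compounds that cut the binding signal by more than half at the single screening dose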;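 also: His-tagged Mcl-1 with europium anti-His antibody binding Bid BH3 peptide; 0% = Mcl-1 plus peptide wells and 100% = peptide-only wells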
# Pf gamet viab: late stage P. falciparum gametocyte viability inhibitors, primary screen, ATP luminescence, HTS; P. falciparum stage V gametocytes, 24 h; inhibition, % at 10.9 µM; actives 0.065% (n = 150,000);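 active = inhibition above the mean plus 3 SD of compounds within the control limits, set per campaign, cut at about 38% in these data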;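 also: 0% = DMSO wells and 100% = medium only without gametocytes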
# * = called active by the depositor; ? = inconclusive; / = no result given.
SMILES,Mcl1 Noxa PPI,Rab2A wt mod,Rab7 wt modul,HRas wt GTP,GSH fluor,Cdc42 wt,Avidin fluor,Rac1 wt modul,Rac1 mut GTP,Mcl1-Bid inh,Pf gamet viab
CCc1ccc(N(C(=O)C(F)(F)F)C(C(=O)NC2CCCCC2)c2ccncc2)cc1 (stereo not given),-5,96,92,91,23,99,8,96,98,-23,/
Cc1nc2c3ccccc3n(CC#N)c(=O)n2n1,9,100,97,99,22,98,8,98,97,-4,/
Cc1ccc(NC(=O)CNc2ccc(Cl)cc2F)cc1,3,100,101,100,11,101,23,102,98,-6,-4
CCn1c(C)nc2cc(C(=O)NNC(=S)NC(=O)c3ccc(OC)cc3)ccc21,-21,91,94,92,14,93,9,92,94,-91,-20
C/C(NC(=O)c1cccs1)=C1\C(=O)C[C@@H]2[C@H]1C2(C)C,1,94,96,97,35,97,6,98,96,-4,/
COCCCNC(=O)C(=O)C1C(=O)Nc2ccccc21 (stereo not given),11,97,93,97,13,97,11,100,97,-46,7
COc1ccc(OCC(=O)NC(CC(=O)O)c2ccc(OC)c(OC)c2)cc1 (stereo not given),11,98,99,101,11,100,6,101,97,-9,-5
Cc1ccnc(NC(=O)CCC(=O)N(CC(=O)NC(C)(C)C)c2ccc(F)c(Cl)c2)c1,3,100,103,99,10,99,10,100,95,-15,15
Clc1ccc2nc(-c3ccccn3)c(Nc3ccc4c(c3)OCO4)n2c1,-18,98,100,99,27,99,13,104,98,-48,1
O=C(NC(=S)Nc1cc([N+](=O)[O-])ccc1Cl)c1ccccc1,21,103,103,103,34,104,7,107,100,23,-16
Cc1oc(C(C)(C)C)c(CN2CCCC2)c1C(=O)O,38,99,105,101,22,101,12,100,99,-6,/
CCN(CC(=O)NCc1ccc(Cl)cc1)CC(=O)Nc1ccc(C(N)=O)cc1,9,97,99,96,11,94,5,95,96,-21,/
COc1ccc(CCc2nnc(CCC(=O)NCc3ccc4ncccc4c3)o2)cc1,7,97,100,97,16,95,11,96,96,-27,0
O=C(c1cc(-c2ccco2)on1)N1CCN(c2ccccc2)CC1,21,101,100,101,19,101,6,104,98,-35,/
COc1ccccc1CNC(=O)c1cccc(-c2ccc(C)c3ccccc23)n1,0,98,100,101,19,103,10,106,97,10,/
Cc1ccc2oc(-c3ccc(C)c(NC(=S)NC(=O)c4cccs4)c3)nc2c1,38,96,94,98,12,102,19,103,94,53*,/
O=C1C=C(NCc2ccc3c(c2)OCO3)CC(c2ccccc2)C1 (stereo not given),21,97,100,98,25,99,11,102,96,-35,8
CN1CCN(C(=O)CCNC(=O)Cn2ccc3ccccc3c2=O)CC1,-10,97,96,99,14,100,6,99,98,-12,8
CCOC(=O)C1CSC(CC(=O)Nc2ccc(OCC)cc2)C(=O)N1 (stereo not given),10,98,96,97,19,98,4,101,94,-5,/
CCC(=NCCc1ccc(OC)c(OC)c1)C1=C(O)CC(C)(C)CC1=O,6,98,103,97,62,95,25,96,93,-18,/
CCOc1ccccc1NC(=O)CSc1nnnn1-c1ccc(C(=O)OC)cc1,-17,99,101,101,20,101,18,101,98,-9,/
O=C1CCCCCN1Cc1ccccc1,7,105,92,104,66,105,13,100,99,0,3
NC(=O)N/N=C/c1ccc(-c2cccc(C(F)(F)F)c2)o1,-1,94,95,92,12,93,23,93,94,-26,3
Cc1sc(NC(=O)c2cccs2)c(C(N)=O)c1C,32,100,94,99,22,102,10,100,102,1,/
Cc1nc(CCNC(=O)c2cccs2)cs1,3,98,98,99,18,100,5,102,96,-5,12
# (cont.)
SMILES,Mcl1 Noxa PPI,Rab2A wt mod,Rab7 wt modul,HRas wt GTP,GSH fluor,Cdc42 wt,Avidin fluor,Rac1 wt modul,Rac1 mut GTP,Mcl1-Bid inh,Pf gamet viab
C=CCOC(=O)C(C#N)c1nc2ccccc2nc1N1CCN(c2ccccc2OC)CC1 (stereo not given),-13,103,98,102,27,103,26,108,102,-5,-22
O=C(Nc1ccc(N2CCOCC2)c(Cl)c1)c1ncn[nH]1,17,?,?,?,71,?,15,?,?,-51,/
O=C(Nc1cccc2ccccc12)c1ccc(OC(=S)N2CCOCC2)cc1,18,101,105,101,26,103,11,110,101,4,/
NS(=O)(=O)c1ccc(N2CCCC2=O)c([N+](=O)[O-])c1,0,98,105,99,13,99,13,99,96,2,38*
COC(=O)CN1C(=O)N(c2ccccc2)C(N(O)C(=O)Nc2ccccc2)C1(C)C (stereo not given),-7,100,98,101,50,108,6,109,100,4,/
Cc1nn(-c2ccccc2)c(C)c1C(=O)OCC(=O)NC12CC3CC(CC(C3)C1)C2,-3,102,103,105,14,104,36,102,99,-6,/
Cc1oc(-c2ccccc2Cl)nc1CN1CCCC1c1ccc(F)cc1 (stereo not given),13,101,106,100,9,97,8,99,96,-31,/
O=C(NC1CC1)c1nc2c(nnn2Cc2ccccc2Cl)c(=O)[nH]1,7,99,96,98,15,97,22,102,97,-24,20
CC1(NC(=O)C2CCCCC2)CCS(=O)(=O)C1 (stereo not given),2,96,96,95,14,94,14,95,96,-15,-3
Cc1nc(N)sc1C(=O)N/N=C/c1ccco1,-17,100,99,100,9,104,5,102,102,-12,-11
CC(C)CCNC(=O)C(C)N(C(=O)Cn1nnc(-c2ccc(F)cc2)n1)C1CCCC1 (stereo not given),-2,102,98,101,26,99,51*,103,96,-3,/
CCOC(=O)C1(Cc2ccccc2)CCN(Cc2ccc(C)s2)CC1,0,93,98,93,25,95,11,97,94,-32,5
COc1cccc(C(=O)OCCN2CCCCC2)c1,-15,102,102,104,29,103,8,108,101,9,2
Cc1nn(C(C)(C)C)c(OC(=O)c2ccc3c(c2)OCO3)c1S(=O)(=O)c1ccccc1,11,98,98,100,4,101,8,102,99,4,6
COc1ccc2c(c1)O[C@@H](c1cccc(C(F)(F)F)c1)[C@H](O)C2=O,10,100,97,99,16,101,9,106,97,10,/
Cc1ccc(C(=O)NCC(=O)O)cc1S(=O)(=O)N1CCCCC1,23,95,97,96,26,96,33,97,96,20,-2
CCc1nnc(NC(=O)CSc2nc3c(c(=O)n2-c2ccccc2OC)SCC3)s1,2,100,97,100,27,100,4,100,99,2,/
COc1ccc(CNC(=O)C2CCN(S(=O)(=O)c3cc(OC)ccc3OC)CC2)cc1,12,101,101,102,31,105,13,109,102,-14,/
CC(OC(=O)c1ccc2ncsc2c1)C(=O)Nc1ncc(Cl)cc1Cl (stereo not given),2,99,98,101,25,101,13,104,99,-7,7
Cc1c(Cl)cccc1NC(=O)c1ccc(-n2ccnc2)nc1,16,101,98,102,19,103,6,100,99,7,3
CSc1nnc(C)c(=O)n1COC(=O)c1ccc([N+](=O)[O-])cc1,-3,95,96,94,24,96,9,96,92,-8,2
COc1ccc(C(O)P(=O)(OC2CCCCC2)c2ccc(N(C)C)cc2)cc1OC (stereo not given),7,102,101,104,22,102,14,102,98,-52,3
Cc1ccc(C(=O)N2CCN=C2SCc2ccc([N+](=O)[O-])cc2)cc1,-4,104,103,104,13,103,13,106,101,9,/
CCC(C)n1c(C)nc2c(c1=O)c1nc3ccccc3nc1n2CCC1=CCCCC1 (stereo not given),16,100,99,98,14,96,32,96,93,-27,14
COc1cc(C(=O)Nc2ccc(NC(C)=O)cc2)ccc1OCc1ccccc1,7,101,105,101,15,102,12,103,97,10,-9
# Following part.
SMILES,Mcl1 Noxa PPI,Rab2A wt mod,Rab7 wt modul,HRas wt GTP,GSH fluor,Cdc42 wt,Avidin fluor,Rac1 wt modul,Rac1 mut GTP,Mcl1-Bid inh,Pf gamet viab
CN(CC(=O)Nc1ccc(F)cc1[N+](=O)[O-])Cc1ccccc1,14,96,98,94,13,94,10,98,96,-6,-5
O=C(CCC(=O)c1cccs1)OCC(=O)c1ccc(Cl)s1,0,100,102,103,48,103,7,113,99,-30,/
CC(=O)O[C@@H]1[C@H](OC(=O)CC(C)C)c2c(ccc3ccc(=O)oc23)OC1(C)C,-7,98,101,98,19,98,9,99,97,3,/
O=C(O)CCSCC(=O)Nc1c(C(=O)C2CC2)oc2ccccc12,9,100,101,99,60,99,12,103,101,-23,-10
COc1cc2c(cc1OC)C1(Nc3c-2c(C)nn3-c2ccccc2)C(=O)Nc2ccccc21 (stereo not given),31,103,104,105,37,107,10,108,102,-7,/
COC(=O)Cn1c(C)c(C#N)c2ccccc21,1,98,97,97,30,97,5,101,97,-23,/
O=C(NC1CCCc2ccccc21)C1CCN(S(=O)(=O)c2cnc[nH]2)CC1 (stereo not given),7,102,103,100,24,102,8,103,97,-19,-7
COc1cc(OC)c(NC(=S)Nc2cccc(C(C)=O)c2)cc1Cl,-4,99,101,104,25,103,14,104,98,-39,/
CCOC(=O)CSCC(=O)Nc1nnc(-c2cccc([N+](=O)[O-])c2)s1,2,97,102,99,16,99,6,104,95,7,/
O=C(CCS(=O)(=O)Cc1ccccc1)NCCc1ccccc1,9,99,101,99,18,97,10,97,96,-8,-3
COC(=O)c1n[nH]nc1-c1ccccc1,14,96,100,97,6,99,3,101,97,-5,-34
Cn1ccnc1Sc1nc(Nc2cccc(Cl)c2)nc(N2CCOCC2)n1,-7,?,?,?,43,?,4,?,?,8,3
COc1ccc(OC)c(NC(=O)c2ccc(CN3CCOCC3)cc2)c1,10,?,?,?,8,?,13,?,?,-11,/
COCCOc1ccc(C(F)(F)F)cc1NC(=O)c1ccccc1,18,100,101,100,11,103,23,105,100,-17,21
COc1ccc(NC(=O)CSc2nnc(-c3ccncc3)n2CC2CCCO2)c(OC)c1 (stereo not given),14,102,98,103,24,103,11,102,99,-15,/
COc1cccc2c(=O)n(CC(=O)Nc3ccccc3F)ccc12,-7,?,?,?,25,?,8,?,?,12,/
O=C(Nc1nccs1)C1CCCN1S(=O)(=O)c1ccc(F)cc1 (stereo not given),11,101,102,98,34,100,15,102,98,-6,-14
c1ccc2c3nnc4n(c-3nc2c1)CCCS4,18,104,102,106,21,107,16,106,100,-12,28
